High-throughput results from PubChem.
Sm TGR inh: S. mansoni TGR enzyme inhibition; Q962Y6; purified TGR, DTNB reduction, TNB absorbance 405 nm; Potency, µM (doses to about 114 µM), inactives show at the top dose activity change, negative = inhibition, hits mostly inhibitors; 360,000 compounds, 3% hits; note: potency is the fitted concentration of half-maximal effect; nearly all actives have a fitted effect of over 60% in size
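First, TGR (20 nM dispensed) and NADPH were mixed with compound. Second, a 15 min room-temperature incubation followed. Third, further NADPH and then DTNB were added to start the reaction. Finally, TNB absorbance was monitored kinetically.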
AmpC detergent: inhibitors of E. coli AmpC beta-lactamase with detergent; P00811; AmpC hydrolysis of nitrocefin, absorbance 480 nm, 0.01% Triton; Potency, µM (highest dose often 114 µM), inactives show top-dose activity change, negative = inhibition, hits mostly inhibitors; 370,000 compounds, 0.041% hits;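 note: potency is the fitted concentration of half-maximal effect; 0% = no-compound wells and -100% = no-enzyme wells; nearly all actives have a fitted effect of over 25% in size; some results filed as inactive show a strong effect at the top dose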
Target sequence (P00811 whole entry, looked up): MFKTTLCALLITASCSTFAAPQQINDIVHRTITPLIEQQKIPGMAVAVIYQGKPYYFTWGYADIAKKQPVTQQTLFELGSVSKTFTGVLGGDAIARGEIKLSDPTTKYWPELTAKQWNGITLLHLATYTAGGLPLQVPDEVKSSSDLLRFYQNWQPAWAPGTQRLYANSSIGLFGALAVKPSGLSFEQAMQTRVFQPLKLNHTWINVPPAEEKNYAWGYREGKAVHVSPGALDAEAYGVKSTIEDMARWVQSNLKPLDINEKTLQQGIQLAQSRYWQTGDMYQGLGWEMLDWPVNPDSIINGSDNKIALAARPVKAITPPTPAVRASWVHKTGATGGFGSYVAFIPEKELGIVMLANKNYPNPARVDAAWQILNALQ
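AmpC (5.3 nM in the dispensed reagent) in 20 mM phosphate pH 7.0 with 0.01% (detergent screen) or 0.0001% Triton X-100 was preincubated with compounds for 15 min at room temperature. Nitrocefin was then added from an 800 uM solution, and hydrolysis was followed at 480 nm.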
AMA1-RON2 inh: disrupts binding of P. falciparum AMA1 to RON2 | AlphaScreen AMA1-biotinylated RON2 peptide binding | 360,000 compounds, 0.2% hits | Potency, µM (series often up to 58.2 µM), without a hit: at the top dose activity change, negative = inhibition, hits mostly inhibitors;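 note: potency is the fitted concentration of half-maximal effect; 0% = vehicle wells and -100% = peptide control; nearly all actives have a fitted effect of over 45% in size; some results filed as inactive show a strong effect at the top dose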
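AMA1 (3D7) with his tag at 25 nM final met compounds first, then biotinylated RON2 peptide at 25 nM; detection used donor plus acceptor beads, 10 µg/mL apiece, read by AlphaScreen after 30 min at room temperature.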
Giardia FBPA inh: blocks Giardia fructose-bisphosphate aldolase activity | A8B2U2 | purified Giardia FBPA | Potency, µM (doses to about 59.6 µM), without a hit: at the highest dose activity, negative = inhibition, hits mostly inhibitors | 290,000 compounds, 0.71% hits | AID 2451; note: potency is the fitted concentration of half-maximal effect; nearly all actives have a fitted effect of over 55% in size
Target sequence (A8B2U2 whole entry, looked up): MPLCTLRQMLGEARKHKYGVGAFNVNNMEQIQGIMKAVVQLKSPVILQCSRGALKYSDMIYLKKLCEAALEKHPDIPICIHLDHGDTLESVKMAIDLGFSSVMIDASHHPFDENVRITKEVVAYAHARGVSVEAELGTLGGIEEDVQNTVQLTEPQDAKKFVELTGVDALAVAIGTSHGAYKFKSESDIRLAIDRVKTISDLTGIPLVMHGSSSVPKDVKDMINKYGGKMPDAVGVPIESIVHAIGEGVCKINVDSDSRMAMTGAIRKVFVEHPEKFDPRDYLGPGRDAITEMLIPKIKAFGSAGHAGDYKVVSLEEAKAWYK
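40 nM FBPA preincubated 10 min at RT with compound (up to 57.5 uM final), then substrate plus GAPDH/TPI/NAD/arsenate coupling and diaphorase/resazurin added. Fluorescence read after 20 min at RT, 525/598 nm.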
HCMV antiviral: blocks human cytomegalovirus replication; activity change, negative = inhibition, % at 57.5 µM; HFF cells, HCMV-luciferase reporter, 72 h; stronger effect = lower value; AID 1259415; 410,000 compounds, 4.5% hits; in the data active = activity change below about -60%; inconclusive = no clear call, values can overlap the other calls; inactive = above about -39%
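Steps: HFFs plated, 16 h 37C; compounds added; HCMV-luciferase added to MOI 1 PFU/cell; 72 h 37C; OneGlo reagent, 5 min room temperature; luminescence read, normalized to controls.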
HCV inh: blocks hepatitis C virus; Huh7.5.1 HCVcc-Cre infection, luciferase reporter, 44 h; Potency, µM (titrated, usually from 41.8 µM), without a hit: at the top dose activity change, negative = inhibition, actives largely listed as inhibitors; 340,000 compounds, 3.4% hits; AID 651820; note: potency is the fitted concentration of half-maximal effect
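A cell-based infection assay in which seeded cells (1,000 per well) receive test compound after 4 h, are inoculated with HCVcc-Cre at approximately 0.5 moi, and are incubated 44 h before luminescence detection.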
* marks the source's active call; other numbers are inactive results; ? = inconclusive; · = no result given; [ ] = remark or other dose. Unless noted, calls come from the whole dose curve; as a rule, active = well fitted curve in the direction sought with a large enough effect; inconclusive = small, poorly fitted or top-dose-only effect, or another doubt; inactive = no such curve, though single readings can be large; an effect the other way counts as inactive or inconclusive. Unless noted, % is set by controls: 0 for no effect and ±100 for the full control effect. Hits appear at their usual frequency, and some 9.3% of all compounds hit somewhere here.

Compound,Sm TGR inh,AmpC detergent,AMA1-RON2 inh,Giardia FBPA inh,HCMV antiviral,HCV inh
Cc1sc2ncnc(Sc3nc4ccccc4s3)c2c1C,9.7%,6.4%,·,4.6%,·,2.1%
Nc1ccc(-c2c3ccc(=O)cc-3oc3cc(O)ccc23)c(C(=O)O)c1,-6.6%,?,-15.4%[11.6 µM],·,·,1.9%
COc1ccc(CNC(=O)c2ccc(-c3ccccc3)cc2)cc1OC,-6.6%,-2.2%,-3.0%,-2.1%,1.9,-2.3%
O=C(CCCN1C(=O)/C(=C/c2ccccc2Cl)SC1=S)NNC(=O)c1cccnc1,22.4%,-2.1%,69.6%[activator],5.4%,-36.5,-8.8%
Cc1ccc(S(=O)(=O)N2CCCC(C(=O)NC3CCCC3)C2)cc1Cl (configuration not stated),6.7%,?,0.6%,8.3%,11.8,-22.4%
CCOC(=O)C1CC=C(Cl)CC1C(=O)Nc1nccs1 (configuration not stated),5.4%,-0.2%,3.7%,1.8%,12.9,-13.5%
CCC(Oc1ccccc1)C(=O)N1CCC(C(N)=O)CC1 (configuration not stated),-10.4%,0.3%,4.5%,2.6%,39.8,-1.1%
Cc1c(Cl)cnc(NC(=O)COC(=O)CCC(=O)c2cccs2)c1Cl,9.4%,0.2%,-14.4%,-3.9%,-9.2,0.3%
O=C(Cc1ccc(NC(=O)N2CCSc3ncccc32)cc1)NCc1ccccc1,5.6%,2.0%,·,·,0.0,·
O=C(Nc1cn(-c2ccccc2)nc1-c1ccccc1)c1ccccc1,-4.7%,-7.0%,6.1%,-0.6%,-14.4,?
CC1CC(C)CN(S(=O)(=O)c2cccc(C(=O)N3C(=O)c4cccc(N)c4C3=O)c2)C1 (configuration not stated),4.6%,-3.2%,7.4%,10.1%,4.3,23.3%
Cc1ccc(-n2cc(C(=O)O)c(=O)cc2C)c(C)c1,-0.2%,4.7%,3.7%,-13.8%,?,11.2%
Cc1c(C=O)c2ccccc2n1Cc1ccc([N+](=O)[O-])cc1,0.4%,-4.9%,-21.5%,1.0%,-4.7,9.1%
CCOc1ccccc1N(C(=O)c1snc(C(N)=O)c1N)C(C(=O)NC1CCCC1)c1ccco1 (configuration not stated),-7.3%,-8.8%,11.0%,-2.2%,?,-15.6%
Cc1cc(C)cc(OCC(=O)Nc2cc(C)on2)c1,12.9%,4.9%,1.7%,4.6%,8.3,-0.8%
Cc1cc(C)c2nc(SCCC#N)nc(C)c2c1,-24.1%,?,13.5%,2.8%,12.9,?
Cn1c(Cn2c(=O)sc3ccccc32)nnc1SCc1ccccc1,7.7%,-5.2%,-5.0%,-3.0%,1.4,3.8%
O=C(C(=O)c1cc(Br)ccc1O)c1cc(Br)ccc1O,·,·,-6.2%,·,-97.3*,?
O=C(CC1Nc2ccccc2NC1=O)NCC1COc2ccccc2O1 (configuration not stated),-24.0%,-5.7%,-4.5%,-19.1%,·,6.9%
Cc1ccc(-c2cc(C(F)F)n3ncc(C(=O)N4CCCCC4c4cccnc4)c3n2)cc1 (configuration not stated),·,2.8%,11.7%,11.7%,0.0,?
COc1ccccc1NC(=O)N1CCN(c2cc(-c3ccccc3)nc3ncnn23)CC1,6.5%,-7.7%,-2.8%,7.5%,-95.4*,10µM*
CC(=O)c1cc(-c2ccc(F)cc2)n(CC(=O)NC2CCC(C)CC2)c1C (configuration not stated),9.4%,2.1%,·,·,0.0,·
CCOC(=O)c1cc(-c2ccccc2)n(CCC(=O)Nc2nc3c(C)cccc3s2)c1C,2.3%,2.6%,·,·,0.0,·
O=C1OC(c2ccc(Br)cc2)=N/C1=C\N1CCCCC1,-30.1%,-6.8%,-7.8%,-0.1%,38.5,-4.7%
CCN(CC)S(=O)(=O)c1nnc(NC(=O)COc2ccc(C)cc2)s1,-7.6%,2.1%,·,·,-3.5,·

In a second layout: entries from further up.
O=C1OC(c2ccc(Br)cc2)=N/C1=C\N1CCCCC1
  Sm TGR inh: -30.1% | AmpC detergent: -6.8% | AMA1-RON2 inh: -7.8% | Giardia FBPA inh: -0.1% | HCMV antiviral: 38.5 | HCV inh: -4.7%
CCN(CC)S(=O)(=O)c1nnc(NC(=O)COc2ccc(C)cc2)s1
  Sm TGR inh: -7.6% | AmpC detergent: 2.1% | AMA1-RON2 inh: · | Giardia FBPA inh: · | HCMV antiviral: -3.5 | HCV inh: ·

Continuation.
Compound,Sm TGR inh,AmpC detergent,AMA1-RON2 inh,Giardia FBPA inh,HCMV antiviral,HCV inh
O=C(CCc1ccccc1)NCc1ccc(F)cc1,-16.0%,-16.0%,11.4%,7.5%,15.2,1.4%
O=C(NNC(=O)c1cccs1)c1ccc(S(=O)(=O)N2CCCCC2)cc1,-6.7%,-5.0%,5.5%,14.4%,?,9.0%
Cc1ccc(C(=O)Nc2ccc(S(=O)(=O)Nc3ncccn3)cc2)cc1[N+](=O)[O-],0.0%,-14.0%,2.1%,25.1µM*,18.4,4.8%
CN1CCN(C(CNC(=O)C(=O)Nc2ccccc2C#N)c2ccc3c(c2)OCO3)CC1 (configuration not stated),10.8%,-5.0%,·,·,-11.5,·
Cc1cccc(C)c1NC(=S)Nc1ccc(F)cc1,20.3%,-0.5%,10.4%,0.0%,-34.5,4.6%
COc1cc(-c2nnc(SCC(=O)N(C)C3CCCCC3)o2)cc(OC)c1OC,-8.1%,19.0%,·,·,-8.5,·
CCN(CC)C(=S)Nc1cc(C(=O)OC)ccc1C(=O)OC,108.1%[activator],-14.2%,3.0%,1.7%,-9.6,-4.5%
O=C(NCCc1ccccc1)C(=O)NCC1OCCN1S(=O)(=O)c1ccccc1 (configuration not stated),1.1%,0.2%,4.2%,0.4%,15.6,10.4%
O=C(COc1ccccc1Cl)Nc1ccc(S(=O)(=O)Nc2ccccn2)cc1,-0.2%,?,-15.6%,2.2%,?,-1.7%
C=CCn1c2ccccc2c(=O)c2cc(C#Cc3ccccn3)ccc21,?,-5.5%,52.5%[activator],·,?,12.6µM*
CCC1CCCCN1C(=O)CCCc1ccccc1 (configuration not stated),9.4%,0.5%,1.6%,10.8%,14.1,9.5%
CCOC(=O)C1=C(C)N=c2s/c(=C\c3ccc(OC(C)=O)cc3)c(=O)n2C1/C=C/c1ccccc1 (configuration not stated),27.0%,?,?,-4.7%,-22.7,?
O=C(O)CSCC(=O)Nc1ccc(C(=O)O)cc1,-17.2%,-9.0%,19.3%,7.9%,15.0,-8.5%
COC(=O)Nc1ccc2c(c1)ncn2C1CCCCC1,8.1%,0.9%,-4.2%,-0.8%,4.1,2.6%
Fc1ccc(CSc2nnc(Cc3sc(-c4ccccc4)nc3-c3ccccc3)o2)cc1,-5.1%,-2.5%,0.5%,-1.5%,47.8,7.0%
CC(C)C(=O)N1CCC2(CC1)Oc1ccc(Cl)cc1C(=O)C21CC(c2ccccc2)=NO1 (configuration not stated),-18.0%,-0.2%,-10.1%,-4.2%,-24.2,-25.0%
CN1CCN(C(=O)c2cc3nc(-c4ccc(Cl)cc4)cc(C(F)(F)F)n3n2)CC1,0.8%[11.4 µM],-12.2%,5.9%,1.6%,-36.3,-27.9%
COc1ccc(OCc2nc3ccccc3n2Cc2ccccc2Cl)cc1,1.5%,-5.6%,·,·,2.5,·
COc1ccc(-c2ccc(-c3cc(=O)oc4cc(OC)c(OC)c(OC)c34)cc2)cc1,·,·,8.1%,-1.0%,-21.0,42.7%[activator]
Cc1ccc(OCCSCc2nc3ccccc3[nH]2)cc1,1.2%,-5.8%,25.9%,-0.1%,-21.7,?
CCOCCCn1c(=S)[nH]c2cc(C(=O)NCCc3ccc(OC)c(OC)c3)ccc2c1=O,-1.4%,-4.3%,73.8%[activator],·,-3.6,-0.2%
CCN(C(=O)c1cc2c(=O)oc3ccccc3c2s1)c1ccccc1F,8.3%,1.2%,·,·,-2.0,·
COc1ccc(N(Cc2ccccc2)C(=O)OC(C)(C)C)c(C(=O)N(C)OC)c1,·,·,-4.1%,·,-30.6,14.9%
Cc1cc(C)c(S(=O)(=O)NCC(c2ccco2)N2CCOCC2)c(C)c1 (configuration not stated),2.1%,-5.3%,·,·,-2.9,·
CCc1ccc2oc(C(=O)N3CCN(c4ccccc4OC)CC3)cc(=O)c2c1,-5.7%,-0.1%,-5.9%,9.4%,6.3,-9.6%
CCCCCCCCCCOC(=O)C[N+](C)(C)CC1CCCCC1O (configuration not stated),6.1%,-0.5%,0.7%,3.0%,?,14.1%
O=C1CCC(=O)N1CCOP1(=O)COc2ccccc2OC1,0.0%,-9.2%,-15.5%,6.7%,72.0,-3.1%
COc1ccc(Cn2c(O)c(C=NCCCn3ccnc3)c(=O)[nH]c2=O)cc1,4.9%,-3.3%,-6.4%,-1.2%,36.8,?
CC(=O)NNC(=O)c1[nH]c2ccc(Br)cc2c1-c1ccccc1,8.6%,-4.2%,97.0%[activator],-5.6%,-31.6,3.2%
O=C(NO)c1cc(OCC(F)(F)F)ccc1OCC(F)(F)F,1.5%,-0.5%,9.0%,1.5%,10.8,8.3%
CCOc1ccc(C(=O)N[C@H](C(=O)Nc2ccc(S(=O)(=O)Nc3nccs3)cc2)C(C)C)cc1,·,·,-2.0%,·,14.2,-1.8%
O=C(O)CCc1cccnc1,-4.1%,-0.6%,-3.1%,0.5%,-25.2,0.891µM*
Cc1ccccc1C(=O)c1c[nH]c(C(=O)N=CN(C)C)c1,·,1.2%,12.7%,-7.2%,106.2,-20.5%
O=Cc1c(-[n+]2ccccc2)nc([O-])n1-c1ccccc1,?,-2.0%,13.2%,-0.6%,-37.0,11.6%
O=C(c1cccc(Br)c1)N1CCN(Cc2cc(=O)n3nc(-c4ccccc4)sc3n2)CC1,12.5%,28.0%,·,·,-19.8,·

Part of the list above, field by field.
> O=C(c1cccc(Br)c1)N1CCN(Cc2cc(=O)n3nc(-c4ccccc4)sc3n2)CC1
  Sm TGR inh = 12.5%; AmpC detergent = 28.0%; AMA1-RON2 inh = ·; Giardia FBPA inh = ·; HCMV antiviral = -19.8; HCV inh = ·

> COc1ccc(Cn2c(O)c(C=NCCCn3ccnc3)c(=O)[nH]c2=O)cc1
  Sm TGR inh = 4.9%; AmpC detergent = -3.3%; AMA1-RON2 inh = -6.4%; Giardia FBPA inh = -1.2%; HCMV antiviral = 36.8; HCV inh = ?
